Assay outcomes from PubChem BioAssay.
Vif-A3F inh – Vif-A3F binding inhibition | HeLa A3F-eYFP + Vif (tagged APOBEC3F with the HIV-1 protein that degrades it), YFP fluorescence increase | Potency, µM (highest dose often 46.1 µM), without a hit: at the top dose activity, negative = active | 390,000 tested, 0.2% active | AID 602313; note: potency is the fitted concentration of half-maximal effect; % of control where 0% means no effect; nearly all actives have a fitted effect of over 65% in size
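HeLa cells stably expressing A3F-eYFP plus Vif, plated and incubated overnight at 37 deg C, then exposed to compounds overnight at 37 deg C. Blocked degradation read as raised yellow fluorescence (Ex 488/Em 500-530).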
ERG Ets-DNA blk – ERG Ets/DNA interaction inhibition; P11308; fluorescence polarization, His-ERG Ets domain / labelled DNA; Potency, µM (doses to about 76.9 µM), for the others: at the highest dose FP activity, negative = inhibition, most hits filed as inhibitors; 370,000 tested, 0.028% active; active = well fitted inhibition curve with a large enough effect in the polarisation, with a control signal flat; inconclusive = small, poorly fitted or top-dose-only effect, or effect the other way, or a change in a side signal; inactive = no such curve, though single readings can be large or run the other way; the % refers to the polarisation;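 note: polarization taken with two DNA probes labelled with fluorescein and Texas red; potency is the fitted concentration of half-maximal effect; % of control where 0% means no effect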
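His-tagged ERG Ets domain (1 uM in the protein solution; 300mM KCl, 50mM Tris-HCl, 1mM EDTA, 1mM DTT, pH 7.5) received compound, then a probe mix of 5 nM fluorescein-DNA and 100nM Texas-615-DNA. Fluorescence polarization was read for both dyes.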
D2 ag – agonists of human D2 dopamine receptor | AID 485358 | activation, % at 2 µM | 340,000 tested, 0.53% active | P14416 | HEK293 T-REx D2 cells, calcium flux agonist mode;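 active = activation over 3 SD above normal in the single-dose calcium agonist read, cut at about 30% in these data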; note: 0% is about no effect
Target sequence (P14416 whole entry, looked up): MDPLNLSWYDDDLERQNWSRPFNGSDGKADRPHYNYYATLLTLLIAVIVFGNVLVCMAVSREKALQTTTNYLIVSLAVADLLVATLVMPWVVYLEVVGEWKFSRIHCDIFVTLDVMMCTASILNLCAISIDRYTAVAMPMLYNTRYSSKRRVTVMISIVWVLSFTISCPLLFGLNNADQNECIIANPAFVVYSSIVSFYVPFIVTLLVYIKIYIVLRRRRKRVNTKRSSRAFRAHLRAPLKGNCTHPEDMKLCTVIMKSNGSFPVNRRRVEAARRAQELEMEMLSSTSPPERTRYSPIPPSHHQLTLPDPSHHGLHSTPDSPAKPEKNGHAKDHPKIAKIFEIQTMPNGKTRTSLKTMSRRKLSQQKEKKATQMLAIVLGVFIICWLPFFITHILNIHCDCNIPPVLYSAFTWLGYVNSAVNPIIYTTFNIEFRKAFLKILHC
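Agonism scored from kinetic calcium signal (1 read/sec, 180 s) following compound pin transfer, after a 10 s baseline. Cells: HEK293 Trex line expressing inducible D2 receptor coupled to calcium, dye-loaded after overnight culture at 30 C.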
D2 antagonist – D2 dopamine receptor (human) antagonism; inhibition, % at 10 µM; 340,000 tested, 2% active; HEK293 TREx D2 cells, calcium flux, dopamine EC80; P14416; in the data active = inhibition above about 30%; note: 0% is about no effect
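HEK293 T-REx D2 cells, tet-induced, calcium dye no-wash. Cpd pintool add, 180 s kinetic, then EC80 DA, 180 s kinetic. Ca flux read.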
LDHA inh – LDHA (human) enzyme inhibition; 480,000 tested, 0.15% active; P00338; purified LDHA, NADH/diaphorase-resazurin fluorescence; stronger effect = lower value; activity change, % (values are at about 110 or 230 µM); in the data active = activity change below about -30%; inconclusive = mostly about -25% to -30%;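 note: plate controls were DMSO wells for no effect and wells without enzyme for full effect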
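Human LDH5 at 2 nM final in Tris HCl pH 7.4 with 0.06 mM NADH and 0.2 mM pyruvate, reacted 5 minutes at room temperature. Remaining NADH coupled via diaphorase/resazurin; resorufin fluorescence read at 0 and 20 minutes, normalized to enzyme-free and DMSO wells.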
RGS4 inh – inhibitors of human regulator of G protein signaling 4 | 390,000 tested, 0.039% active | Transcreener GDP fluorescence polarization, RGS4-accelerated GTP hydrolysis | AID 504845 | P49798 | Potency, µM (highest dose often 114 µM), without a hit: at the highest dose activity change, negative = inhibition, usual class: inhibitors; note: potency is the fitted concentration of half-maximal effect; % is set by controls: 0 for no effect and ±100 for the full control effect; nearly all actives have a fitted effect of over 75% in size; some results filed as inactive show a strong effect at the top dose
Target sequence (P49798 whole entry, looked up): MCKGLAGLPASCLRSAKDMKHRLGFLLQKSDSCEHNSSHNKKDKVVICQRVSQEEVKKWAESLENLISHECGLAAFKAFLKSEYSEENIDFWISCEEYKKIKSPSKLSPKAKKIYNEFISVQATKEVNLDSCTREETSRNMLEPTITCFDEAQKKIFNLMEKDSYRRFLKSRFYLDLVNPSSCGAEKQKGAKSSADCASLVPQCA
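MLSMR compounds (23 nl, pin-transferred) preincubated 10 min at room temperature with a 500nM (2x) first reagent, then RGS4 at 900nM (2x) plus Transcreener GDP mix added; fluorescence polarization (620/688 nm) read before and after 90 min at 30 °C.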
GRP78 ERSR act – induces the endoplasmic reticulum stress response in human glioma cells; U87-MG GRP78 promoter luciferase reporter, 16 h; Potency, µM, inactives show at the highest dose activation, most hits filed as activators; 420,000 tested, 0.02% active; AID 602332; note: potency is the fitted concentration of half-maximal effect; series mostly up to about 76 µM; % of control where 0% means no effect; nearly all actives have a fitted effect of over 35% in size
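Stably transfected U87-MG glioma cells carrying a GRP78-based luciferase sensor; 16 h compound incubation. Luminescence end-point read 10 min after Bright-Glo addition at room temperature.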
ALOX12 inh – inhibitors of human 12S-lipoxygenase ALOX12. P18054. purified 12hLO, xylenol orange hydroperoxide absorbance. Potency, µM (titrated, usually from 108 µM), inactives show at the top dose activity change, negative = inhibition, actives largely listed as inhibitors. 580,000 tested, 1.1% active. AID 1671190; note: potency is the fitted concentration of half-maximal effect; % is set by controls: 0 for no effect and ±100 for the full control effect
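Hydroperoxide product was detected by ferrous iron/xylenol orange as the 573 to 405 nm absorbance ratio. Arachidonic acid at 40 uM (final) was turned over for 30 min at room temperature by 150 nM human 12hLO, pH 7.0 Hepes buffer, after 15 min compound preincubation.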
Vif-APOBEC3G blk – Vif-A3G binding inhibition | Q9HC16 | HeLa A3G-eYFP + Vif (tagged APOBEC3G with the HIV-1 protein that degrades it), YFP fluorescence, overnight | Potency, µM (series often up to 46.1 µM), for inactives: at the top dose activity, negative = active, actives largely listed as inhibitors | 410,000 tested, 0.076% active;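 note: potency is the fitted concentration of half-maximal effect; % is set by controls: 0 for no effect and ±100 for the full control effect; nearly all actives have a fitted effect of over 60% in size; hits raise eYFP signal because A3G escapes Vif-driven loss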
Target sequence (Q9HC16 whole entry, looked up): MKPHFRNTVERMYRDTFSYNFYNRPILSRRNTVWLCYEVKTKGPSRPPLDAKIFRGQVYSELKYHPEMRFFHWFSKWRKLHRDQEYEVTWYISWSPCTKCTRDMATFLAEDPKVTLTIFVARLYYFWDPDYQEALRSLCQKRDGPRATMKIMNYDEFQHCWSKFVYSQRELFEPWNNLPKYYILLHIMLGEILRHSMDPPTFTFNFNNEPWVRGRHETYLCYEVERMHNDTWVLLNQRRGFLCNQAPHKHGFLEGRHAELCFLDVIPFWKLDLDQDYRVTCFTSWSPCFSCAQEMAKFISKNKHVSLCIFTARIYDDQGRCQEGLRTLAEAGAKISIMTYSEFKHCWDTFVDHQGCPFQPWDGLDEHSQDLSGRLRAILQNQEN
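HeLa cells stably expressing Vif and C-terminally eYFP-tagged A3G, seeded overnight at 37 deg C, then exposed to compound by pintool overnight at 37 deg C. Rise in yellow fluorescence (Ex 488/Em 500-530, Acumen) marks blocked Vif-driven A3G degradation.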
Numbers without * were called inactive; ? = inconclusive; · = no result given; [ ] = dose if it differs, or a comment. Unless noted, calls come from the whole dose curve; as a rule, active = well fitted curve in the direction sought with a large enough effect; inconclusive = small, poorly fitted or top-dose-only effect, or another doubt; inactive = no such curve, though single readings can be large; an effect the other way counts as inactive or inconclusive. Only part of the results is shown; count on the stated rates, not on these rows.

SMILES | Vif-A3F inh | ERG Ets-DNA blk | D2 ag | D2 antagonist | LDHA inh | RGS4 inh | GRP78 ERSR act | ALOX12 inh | Vif-APOBEC3G blk
O=C(Cn1ncc2c([nH]c3ccccc32)c1=O)N1CCN(c2ccccc2F)CC1 | -2% | -1% | · | · | -5 | -13%[56.9 µM] | -6% | -19% | 1%
COc1cccc(C2c3c(oc4ccccc4c3=O)C(=O)N2c2ccccn2)c1 (configuration not stated) | 0% | -2% | -1.2 | -4 | -3 | 14% | 2% | 80%[activator] | 1%
COc1ccc(-c2cn3c(C)c(C(=O)Nc4cc(C)cc(C)c4)sc3n2)cc1 | -5% | 0% | -1.6 | · | -6 | -2% | -1% | 3% | 0%
O=C1CSC(=Nc2ccc(O)cc2)N1c1ccc(O)cc1 | -4% | 7% | -0.6 | 1 | -1 | -28% | -3% | 82%[activator] | 0%
CC(NC(=O)Cc1ccccc1)C(=O)O (configuration not stated) | -1% | 6% | 0.5 | 19 | -2 | -12% | -1% | -7% | -3%
CC(C)CN=c1cc(-c2ccccc2)oc2ccc(Cl)cc12 | -6% | -2% | -0.2 | -7 | 0 | 25% | -4% | 0% | -1%
Cc1ccc(NC(=O)Nc2nnc(-c3ccncc3)s2)cc1 | -3% | 14% | · | · | -9 | -10% | 2% | -15% | 0%
O=C(Nc1cccc2ncccc12)C(Cl)(Cl)Cl | -6% | 1% | -1.7 | -4 | 10 | -12% | -6% | -16% | 0%
O=C(CCl)N(c1ccccc1)c1c[nH]c2ccccc12 | -14% | 3% | -1.0 | -8 | -8 | -3% | -14% | 0% | ?
Cn1c(=O)n(C)c2cc(S(=O)(=O)Nc3ccccc3)ccc21 | 13% | -2% | · | · | -6 | 6% | -1% | 3% | -2%
O=C(CSc1nnc(-c2cccs2)o1)Oc1ccccc1Cl | -6% | 1% | 0.6 | · | 1 | -11% | -2% | ? | 5%
CCNc1nc(OCCNC(C)=O)nc(N(C)C)n1 | · | 2% | 0.7 | 4 | -5 | -15% | -4% | 0% | -5%
COc1ccc(NC(=O)CSc2nnc(COc3ccccc3)n2Cc2ccco2)cc1OC | · | -10% | -0.3 | -1 | -7 | 18% | -5% | -14% | -3%
Cc1[nH]c(=O)[nH]c(=O)c1/C=N/NC(=O)[C@H](C)NC(=O)OC(C)(C)C | 5% | 0% | · | · | 1 | 6% | -5% | 0% | 0%
CCOC(=O)N1CCN(C(=O)CCC(=O)c2ccc(OCC)cc2)CC1 | -17% | 6% | -0.3 | 14 | -5 | -21% | 2% | 4% | 1%
CCOc1cc(/C=N/NC(=O)c2nnn(-c3nonc3N)c2C)ccc1OCc1ccc(C)cc1 | -8% | · | · | · | -8 | · | -3% | ? | 1%
O=C(/C=C/c1ccc(Br)cc1)N1CCN(Cc2ccccc2)CC1 | -4% | -3% | · | · | -8 | 6% | -3% | 137%[activator] | 0%
CN(C)/C=N/c1c(C#N)cnn1-c1ccccc1 | -2% | · | -0.5 | 2 | -6 | -6% | 0% | 18% | 1%
O=[N+]([O-])c1cccc(-c2nc(-c3ccccc3)c(-c3cccs3)[nH]2)c1 | -5% | 2% | 0.0 | 13 | -8 | -20% | -8% | 103%[activator] | -1%
Cc1nc(N2CCOCC2)c2c(C)c(C(=O)Nc3ccc(C(F)(F)F)cc3)sc2n1 | -8% | 32%[activator] | 0.8 | 4 | 7 | -29% | -7% | -4% | -6%

Not a retest: entries from further up.
SMILES | Vif-A3F inh | ERG Ets-DNA blk | D2 ag | D2 antagonist | LDHA inh | RGS4 inh | GRP78 ERSR act | ALOX12 inh | Vif-APOBEC3G blk
O=C(CSc1nnc(-c2cccs2)o1)Oc1ccccc1Cl | -6% | 1% | 0.6 | · | 1 | -11% | -2% | ? | 5%
CCNc1nc(OCCNC(C)=O)nc(N(C)C)n1 | · | 2% | 0.7 | 4 | -5 | -15% | -4% | 0% | -5%
COc1ccc(NC(=O)CSc2nnc(COc3ccccc3)n2Cc2ccco2)cc1OC | · | -10% | -0.3 | -1 | -7 | 18% | -5% | -14% | -3%
Cc1[nH]c(=O)[nH]c(=O)c1/C=N/NC(=O)[C@H](C)NC(=O)OC(C)(C)C | 5% | 0% | · | · | 1 | 6% | -5% | 0% | 0%
CCOC(=O)N1CCN(C(=O)CCC(=O)c2ccc(OCC)cc2)CC1 | -17% | 6% | -0.3 | 14 | -5 | -21% | 2% | 4% | 1%

Next section:
SMILES | Vif-A3F inh | ERG Ets-DNA blk | D2 ag | D2 antagonist | LDHA inh | RGS4 inh | GRP78 ERSR act | ALOX12 inh | Vif-APOBEC3G blk
COc1ccccc1OCc1ccc(C(=O)NN)o1 | 0% | 5% | -1.0 | 76* | -5 | 14% | 7% | 0% | 0%
CCCCCC(=O)NCc1c(C(F)(F)F)nn(C)c1N1CCOCC1 | ? | -6% | 0.2 | 0 | -11 | 4% | 1% | -7% | -1%
O=C(CN1CCCCCC1)Nc1ccccc1C(=O)Nc1ccccc1 | -12% | 14% | 1.3 | 12 | -2 | -8% | -4% | -16% | -1%
Cc1cccc(CC(=O)Nc2cc(C)c3c(=O)oc4ccccc4c3n2)c1 | -9% | -2% | -0.4 | -17 | -7 | 9% | -3% | 0%[57.4 µM] | 6%
CC(C)NC(=O)COC(=O)c1ccc(Cl)c(S(N)(=O)=O)c1 | 1% | 11% | 2.7 | 2 | -6 | 13% | -3% | 5% | 0%
COc1cc(OC)cc(C(=O)OCC(=O)NCCCc2ccccc2)c1 | -3% | -1% | -0.1 | -13 | -10 | 15% | 1% | -17% | 3%
Cc1ccccc1-c1n[nH]nc1C1=CC(=O)C[C@H](c2ccc(F)cc2)C1 | -3% | · | · | · | -6 | · | -7% | 37%[activator] | -6%
COC(=O)c1ccc(NC(=O)C(C)N2C(=O)c3ccccc3C2=O)cc1 (configuration not stated) | 2% | 9% | 0.6 | 4 | 8 | -13% | -1% | -11% | 2%
CCOC(=O)N1CCN(C(=S)Nc2ccc3nc(N4CCN(CC)CC4)cc(C)c3c2)CC1 | -4% | 5% | -0.9 | -3 | 0 | -34% | -2% | -20% | -1%
c1ccc(-c2cc(-c3nnco3)c3ccccc3n2)nc1 | -1% | 0% | 0.4 | 21 | -13 | 9% | -8% | 13% | -8%
Cc1cccc(N2CCN(C(=O)c3c(C)nn(Cc4ccccc4Cl)c3C)CC2)c1C | 2% | 3% | 0.9 | 2 | 6 | 24% | -7% | 12% | 2%
Cn1c(C(=O)Nc2ccc(OC(F)(F)F)cc2)cc2c(=O)n3ccccc3nc21 | 11% | -4% | 0.4 | · | -4 | -45% | -3% | ? | -4%
Cn1c(SCC(=O)NCCc2ccccc2)nc2c([nH]c3ccccc32)c1=O | -11% | 3% | -1.0 | -15 | -2 | -10% | -3% | 1% | 1%
COC(=O)c1ccc(CNC(=O)COC(=O)/C=C/c2cccc(OC)c2)cc1 | 0% | · | · | · | -11 | · | -4% | ? | 0%
O=C(CCCn1nnc2ccccc2c1=O)N[C@@H](Cc1ccccc1)C(=O)O | 2% | 1% | 0.7 | 2 | -10 | 1% | -4% | 2% | 0%
COc1ccc(CN2C(=O)c3ccccc3C2C(=O)NC2CCCC2)c(OC)c1 (configuration not stated) | 0% | -8% | 0.5 | -7 | -11 | 11% | -2% | 3% | 1%
N#C/C(=C\c1ccccc1[N+](=O)[O-])C(=O)NCc1ccccc1 | 13µM* | 18% | 5.6 | -4 | 0 | -33% | 0% | ? | -6%
O=C1CC(C(=O)Nc2ccccc2)N=C(N2CCCCC2)N1 (configuration not stated) | 8% | 5% | -0.5 | -29 | -3 | 5% | -2% | -11% | -5%
Cc1c(C(=O)N(CCO)Cc2ccccc2)oc2c(F)cccc12 | 0% | -2% | -0.1 | 2 | 0 | -3% | 6% | ? | -1%
Cc1cc(C)nc(N2CCCC(C(=O)NC(C)C)C2)n1 (configuration not stated) | 5% | -8% | 0.8 | 6 | -1 | 0% | -4% | -2% | -2%
O=C1C(=O)c2ccc(-c3ccccc3)cc2-c2ccccc21 | 3% | -2% | 3.1 | -36 | 46 | -41% | 1% | 14% | -25%
Cc1cc(C(=O)CSc2nnc(-c3ccc(F)cc3)o2)c(C)n1CC1COc2ccccc2O1 (configuration not stated) | -2% | -3% | -0.2 | 41* | -5 | -25% | -9% | ? | -4%
Cc1ccc(S(=O)(=O)NCCC(=O)Nc2cc(F)ccc2C)cc1C | -7% | -5% | 1.4 | -19 | -17 | 9% | -4% | -7% | 3%
COC(=O)c1c(NC(=O)c2ccco2)sc2c1CCN(C(C)=O)C2 | -19% | 4% | -0.7 | -3 | -7 | 6% | 2% | 40%[activator] | -13%
CCN1CCN(c2cc3c(cc2F)c(=O)c(S(=O)(=O)c2ccc(OC)cc2)cn3CC)CC1 | -2% | -2% | 1.5 | · | -6 | 18% | -2% | -6% | 5%
COCC(C)n1c(C)cc(C(=O)COC(=O)/C=C/c2cccc(F)c2)c1C (configuration not stated) | 4% | -4% | 0.1 | 4 | -2 | -2% | -3% | 3% | -3%
CCC(CC)C(=O)Nc1cccc(C(=O)Nc2nccs2)c1 | -1% | -1% | 1.3 | -4 | 0 | -27% | -2% | 0% | 0%
